High-throughput results: PubChem, University of Kansas High Throughput Screening Laboratory
mHTT CaM bind = mutant huntingtin-calmodulin interaction inhibitors – biochemical, AlphaScreen, primary screen; AlphaScreen His-mHTT/GST-CaM binding, luminescence; inhibition, % at 15 µM; AID 1671202, 2021; P42858; 190,000 tested, 3.6% active;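 note: 0% = both proteins with DMSO and 100% = one protein alone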
Pf apPOL block = Pf-apPOL inhibitors, biochemical, fluorescence | Plasmodium falciparum apicoplast DNA polymerase (apPOL) | Recombinant Pf-apPOL, molecular beacon fluorescence, 1.5 h | inhibition, % at 10 µM | 210,000 tested, 0.25% active | AID 1794808, 2022
* marks the source's active call; other numbers are inactive results; & = joins results of further samples. Cut-off read from the data, not from the text of the source: active = inhibition above about 50%; inactive = the rest.

How did CCc1cccc(NC(=O)N2CCC(c3nc(C(=O)N(C)C)c(C)o3)CC2)c1 do in these assays?
mHTT CaM bind: 11.7; Pf apPOL block: -0.7

What do the screens show for `CCC(C(=O)Nc1cc(S(=O)(=O)N(CC)CC)ccc1OC)c1ccccc1` (stereo not given)?
mHTT CaM bind: -3.7; Pf apPOL block: -8.9

How did Cc1cccc(C)c1NC(=O)Nc1ccccc1 do in these assays?
mHTT CaM bind: -5.1; Pf apPOL block: -13.5

How did O=C(C=Cc1ccccc1)N1CCC(CSC2=NCCS2)CC1 do in these assays?
mHTT CaM bind: 10.4; Pf apPOL block: -31.3

Results for CCCCNC(=O)Nc1ccccc1C(=O)Nc1ccc(OC)cc1 ?
mHTT CaM bind: -1.4; Pf apPOL block: 1.0

What do the screens show for `C=CCN(CC=C)Cc1cc(=O)oc2cc(C)c(C)cc12`?
mHTT CaM bind: -16.2; Pf apPOL block: -2.8

What do the screens show for `O=C(c1ccc(N2CCNC(c3ccccc3)C2)nc1)N1CCSCC1` (stereo not given)?
mHTT CaM bind: 9.8; Pf apPOL block: 0.9

How did COCC(=O)Nc1c(-c2ccc(F)cc2)nc2ccccn12 do in these assays?
mHTT CaM bind: -5.0; Pf apPOL block: 4.4

Results for CC(C(=O)Nc1ccc(Br)cc1)N1C(=O)c2cccc([N+](=O)[O-])c2C1=O (stereo not given) ?
mHTT CaM bind: 7.9; Pf apPOL block: 3.2

How did COc1cc(Br)cc2cc(C(=O)NCCO)c(=O)oc12 do in these assays?
mHTT CaM bind: 2.2; Pf apPOL block: 0.0

What do the screens show for `Cc1nnc2cc(N3CCN(Cc4ccsc4)CC3)cnn12`?
mHTT CaM bind: 36.1; Pf apPOL block: 38.7

Results for CC1(C(=O)Nc2ccc(F)cc2F)Oc2cccnc2NC1=O (stereo not given) ?
mHTT CaM bind: -7.9; Pf apPOL block: -6.4

Results for Cc1ccccc1C1CCCN1C(=O)c1nn(C)cc1Cl (stereo not given) ?
mHTT CaM bind: -0.8; Pf apPOL block: -1.2

Results for Cc1ccc(/C=C2N=C(/C=C/c3ccccc3)OC\2=O)o1 ?
mHTT CaM bind: 13.0; Pf apPOL block: -12.0

Results for COc1ccc(CNC(=O)c2cc3c(s2)CCN(C(=O)c2ccccc2)C3)cc1OC ?
mHTT CaM bind: 15.6; Pf apPOL block: -6.0

How did CC(C)C1C(=O)N(Cc2cn(CC3CCCCC3)nn2)CCS(=O)(=O)N1Cc1ccc(-c2ccc(Cl)nc2)cc1 (stereo not given) do in these assays?
mHTT CaM bind: 19.4; Pf apPOL block: -4.2

Results for COc1ccc2occ(C(=O)c3ccc(N)cc3)c2c1 ?
mHTT CaM bind: -2.1; Pf apPOL block: -0.3

Results for Cc1ccc(OCc2nnc(SCC(=O)NC3CC3)n2-c2ccccc2)cc1C ?
mHTT CaM bind: 3.2; Pf apPOL block: 4.1

Results for COc1ccc(N2C=C(C#N)S(=O)(=O)c3cc(F)ccc32)c(OC)c1 ?
mHTT CaM bind: -4.2; Pf apPOL block: 5.4

Results for Cc1cc(C)cc(OCC(=O)N2CCCCC2CCN2CCCCC2)c1 (stereo not given) ?
mHTT CaM bind: -1.8; Pf apPOL block: -6.9

How did COc1cc([N+](=O)[O-])ccc1-c1ccc(C(=O)Nc2ccc(Br)cn2)o1 do in these assays?
mHTT CaM bind: 5.6; Pf apPOL block: -4.3

What do the screens show for `COc1ccc(NC(=O)c2sc(N)nc2-c2ccccc2)cc1`?
mHTT CaM bind: 0.0; Pf apPOL block: -0.7

How did Cc1ccc(Cl)cc1N(CC(=O)N1CCCCCC1)S(C)(=O)=O do in these assays?
mHTT CaM bind: 0.5; Pf apPOL block: -11.5

What do the screens show for `CCN1C(=O)C(C)(C(=O)Nc2ccc(OC)cc2)Oc2cccnc21` (stereo not given)?
mHTT CaM bind: -5.9; Pf apPOL block: 0.2

Results for Brc1ccc(N=Nc2ccc(Br)cn2)nc1 ?
mHTT CaM bind: 4.9

Results for Cn1ncc(N2CCC(C(=O)NCc3ccc(Cl)cc3)CC2)cc1=O ?
mHTT CaM bind: -15.3; Pf apPOL block: -0.8

Results for Cc1ccccc1-n1nc2c(c1NC(=O)c1cccc(Cl)c1)CSC2 ?
mHTT CaM bind: 71.0*; Pf apPOL block: -5.4

Results for N=c1c2c(-c3ccccc3)c(-c3ccccc3)n(Cc3ccco3)c2ncn1CCCO ?
mHTT CaM bind: 7.0; Pf apPOL block: 11.7

Results for COCc1cnc2c(c1SCc1ccc(Cl)c(Cl)c1)c(=O)n(C)c(=O)n2C ?
mHTT CaM bind: -2.5; Pf apPOL block: -3.4

What do the screens show for `NC(=O)c1c(NC(=O)/C=C/C(=O)O)sc2c1CCC2`?
mHTT CaM bind: -3.5

How did NS(=O)(=O)c1ccc(CCNC(=O)/C=C/c2ccc3c(c2)OCO3)cc1 do in these assays?
mHTT CaM bind: 20.0; Pf apPOL block: -2.6

Results for CC1CCC2C(C)C3CCC4(O)C(CC5C4CC(O)C4CC(O)CCC45C)C3CN2C1 (stereo not given) ?
Pf apPOL block: -10.8

How did Cc1cc(C)c2[nH]c(C)c(CN3CCCC3)c(=O)c2c1 do in these assays?
mHTT CaM bind: -0.8; Pf apPOL block: -3.9

What do the screens show for `NC(=S)C12CC3CC(CC(C3)C1)C2`?
mHTT CaM bind: -1.8

How did O=C(Nc1nccs1)c1cc2cc(Cl)ccc2oc1=Nc1ccc(F)cc1 do in these assays?
mHTT CaM bind: -5.0; Pf apPOL block: -1.5

How did Cc1c(Cc2ccccc2)c(=O)oc2cc(OC(C)C)ccc12 do in these assays?
mHTT CaM bind: -75.0; Pf apPOL block: 1.4

What do the screens show for `CN1CCN(CCN2CCn3c2nc2ccccc23)CC1`?
mHTT CaM bind: 4.0; Pf apPOL block: -5.4

How did CC(C)CNC(=O)NC1(C(F)(F)F)Oc2ccc(Cl)cc2O1 (stereo not given) do in these assays?
mHTT CaM bind: -4.0; Pf apPOL block: -3.3

How did COc1ccccc1CC(=O)N1CC2CN(S(=O)(=O)c3ccc(C)cc3)CC(C1)O2 do in these assays?
mHTT CaM bind: -1.9; Pf apPOL block: -5.9

Results for FC(F)(F)c1cnc(NN2C3CSC2CS3)c(Cl)c1 ?
Pf apPOL block: -0.2

What do the screens show for `O=C(C1CCCCC1)N1CCN(c2[nH]ncc2-c2ccncc2)CC1`?
mHTT CaM bind: -2.6; Pf apPOL block: 0.4

Results for Cc1ccc(C(=O)Nc2ccncc2)cc1Cl ?
mHTT CaM bind: 0.2; Pf apPOL block: -6.5

What do the screens show for `COc1ccccc1-c1cc(C2CC2)nc(N)c1C#N`?
mHTT CaM bind: -1.7; Pf apPOL block: -7.0

How did FC(F)(F)c1cccc(N2CCC(c3ccccc3)=N2)c1 do in these assays?
mHTT CaM bind: -124.0; Pf apPOL block: 0.5

Results for Clc1ccc(CN2CCc3nc(N4CCN(c5ccccn5)CC4)ncc3C2)cc1 ?
mHTT CaM bind: 19.2; Pf apPOL block: -0.8

What do the screens show for `CN(C)CCCNC(=O)c1ccc(F)cc1`?
mHTT CaM bind: 2.0; Pf apPOL block: -0.2

Results for Cc1ccc(C)c(NC(=O)Cn2c(C(C)C)nc3c(c2=O)CCN(Cc2ccccc2)C3)c1 ?
mHTT CaM bind: 3.0; Pf apPOL block: -2.2

How did Clc1ccc(-c2nnc(SCc3ccccc3)o2)c(Cl)c1 do in these assays?
mHTT CaM bind: -13.0; Pf apPOL block: -2.7

Results for Cc1cc(C)cc(N2CCN(C(=O)C3CCCC3)C(C)C2=O)c1 (stereo not given) ?
mHTT CaM bind: -2.5; Pf apPOL block: -0.4

What do the screens show for `CC(C)(C)OC(=O)N1CCCC(C(=O)Nc2cccc(C(=O)N3CCCC3)c2)C1` (stereo not given)?
mHTT CaM bind: -11.3; Pf apPOL block: -4.7

How did COc1ccc(NC(=O)CC2SC(=N)NC2=O)cc1 (stereo not given) do in these assays?
mHTT CaM bind: -4.0&-3.0; Pf apPOL block: -2.7&-1.0

What do the screens show for `Cc1ccccc1-c1ncccc1C(=O)N1CCC(C(=O)NCCC2=CCCCC2)CC1`?
mHTT CaM bind: -1.6; Pf apPOL block: -6.8

Results for Cc1ccc(S(=O)(=O)N(C)C)cc1NC(=O)Nc1ccc(OC(F)(F)F)cc1 ?
Pf apPOL block: -1.2

How did COc1ccc2c(c1)OCC/C2=N\OC(=O)c1cc(Cl)ccc1OC do in these assays?
mHTT CaM bind: inactive; Pf apPOL block: -6.8

Results for Cc1ccc(C)c(OCC(=O)c2ccccc2)c1 ?
mHTT CaM bind: -66.9; Pf apPOL block: -3.2

Results for O=C(O)c1ccccc1C(=O)c1ccc2c(c1)Cc1ccccc1-2 ?
mHTT CaM bind: 9.2; Pf apPOL block: -9.1

Results for O=c1[nH]c2ccsc2c(=O)n1-c1cc(F)ccc1F ?
mHTT CaM bind: 6.0; Pf apPOL block: -6.3

What do the screens show for `Cc1ccc(C)c(NS(=O)(=O)c2c[nH]c3ncccc23)c1`?
mHTT CaM bind: 2.9; Pf apPOL block: -0.5

Results for O=C(Cn1nnc(N2CCCCC2)n1)NN=Cc1ccccn1 ?
Pf apPOL block: -13.1

What do the screens show for `COc1ccccc1CC(=O)N1CCC(Nc2nccnc2OC)CC1`?
mHTT CaM bind: 4.6; Pf apPOL block: 0.1

What do the screens show for `O=C1C2CCCN2C(c2cccc(Cl)c2)N1c1ccc(F)cc1` (stereo not given)?
mHTT CaM bind: -2.4; Pf apPOL block: -3.2

How did Cc1ccccc1CN1CCCCC1c1nc(-c2ccncc2)no1 (stereo not given) do in these assays?
mHTT CaM bind: -2.5; Pf apPOL block: 5.7

Results for COc1ccccc1Nc1nc(-c2c(C)nc3ccccn23)cs1 ?
mHTT CaM bind: 61.5*; Pf apPOL block: -2.6

Results for O=C(O)C1CCCC1S(=O)(=O)c1ccc([N+](=O)[O-])cc1 (stereo not given) ?
mHTT CaM bind: 0.2; Pf apPOL block: -3.6

Results for COc1ccc(NC(=O)C23CCC(C)(C(=O)C2)C3(C)C)c(OC)c1 (stereo not given) ?
mHTT CaM bind: 4.9; Pf apPOL block: 2.5

What do the screens show for `O=S(=O)(Cc1ccccc1)NCC(c1ccsc1)N1CCCCCC1` (stereo not given)?
mHTT CaM bind: -11.9; Pf apPOL block: -2.5

How did COc1ccc(CNc2cccc(F)c2)cc1 do in these assays?
mHTT CaM bind: -20.8; Pf apPOL block: -0.6

Results for CC12CN3CC(C)(CN(C1)C3(C)C1CCCCC1)C2=O (stereo not given) ?
mHTT CaM bind: 1.0; Pf apPOL block: 2.4

What do the screens show for `Cc1nn(CC(=O)Nc2ccccn2)c(=O)c2ccccc12`?
mHTT CaM bind: -2.0; Pf apPOL block: -3.2

How did Cc1noc(-c2cccc(F)c2)c1C(=O)NCc1ccccc1Cl do in these assays?
mHTT CaM bind: -1.0; Pf apPOL block: -1.6

Results for CCOCCn1cnc2sc(C(=O)NCc3cccnc3)c(C)c2c1=O ?
mHTT CaM bind: 3.0; Pf apPOL block: -65.0

How did COc1cc(OC)cc(C2=N/C(=C\c3ccc(C(C)C)cc3)C(=O)O2)c1 do in these assays?
mHTT CaM bind: 6.0; Pf apPOL block: 5.7

What do the screens show for `Cc1ccc(CN2CCCn3nc(C(=O)NCCc4ccc(Cl)cc4)cc3C2=O)cc1`?
mHTT CaM bind: 1.8; Pf apPOL block: 3.9

What do the screens show for `O=C(c1ccccc1[N+](=O)[O-])N1CCN(Cc2nc(-c3ccco3)cs2)CC1`?
mHTT CaM bind: 8.1; Pf apPOL block: -10.1

Results for OC(COc1ccc(C23CC4CC(CC(C4)C2)C3)cc1)CN1CCc2ccccc2C1 (stereo not given) ?
mHTT CaM bind: 29.9; Pf apPOL block: 3.3

Results for O=C(O)C1CCN(S(=O)(=O)c2ccc(Br)s2)CC1 ?
mHTT CaM bind: -2.0; Pf apPOL block: -1.8
